pPAFAH inh: pPAFAH enzyme inhibitors, primary screen, biochemical, fluorescence polarization, human. Platelet-activating factor acetylhydrolase (Homo sapiens), Q13093. recombinant pPAFAH, FP-rhodamine probe fluorescence polarization. inhibition, % at 3.39 µM. hit rate 1.5% among 330,000. AID 463082, 2010;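 active = inhibition above the mean inhibition across the screen plus 3 SD, cut at about 25% in these data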;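 also: inhibitors block binding of the rhodamine activity-based probe so polarization drops; 0% = enzyme with DMSO and 100% = wells lacking pPAFAH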
Target sequence (Q13093 whole entry, looked up): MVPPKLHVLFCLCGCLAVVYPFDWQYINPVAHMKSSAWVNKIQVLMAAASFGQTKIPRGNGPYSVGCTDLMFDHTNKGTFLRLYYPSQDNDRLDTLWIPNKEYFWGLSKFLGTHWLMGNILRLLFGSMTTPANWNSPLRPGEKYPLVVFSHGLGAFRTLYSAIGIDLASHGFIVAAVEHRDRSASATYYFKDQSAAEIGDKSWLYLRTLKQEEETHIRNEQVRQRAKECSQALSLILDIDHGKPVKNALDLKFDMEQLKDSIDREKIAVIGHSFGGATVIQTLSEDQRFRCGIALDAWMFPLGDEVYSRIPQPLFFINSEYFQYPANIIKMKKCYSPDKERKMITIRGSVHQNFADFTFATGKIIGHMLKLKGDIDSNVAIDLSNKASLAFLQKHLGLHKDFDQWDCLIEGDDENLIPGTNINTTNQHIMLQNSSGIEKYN
EBNA-1 inhibitor: EBNA-1 DNA-binding inhibitors, primary screen, biochemical, fluorescence polarization. hit rate 0.34% among 300,000. AID 1950, 2009. inhibition, % at 14.8 µM; in the data active = inhibition above about 28%
PAFAH2 inh: PAFAH2 enzyme inhibitors, primary screen, biochemical, fluorescence polarization, human; recombinant PAFAH2, FP-rhodamine activity probe; inhibition, % at 3.39 µM; hit rate 0.99% among 340,000;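 active = inhibition above the mean over all tested compounds plus 3 SD, cut at about 30% in these data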;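 also: inhibitors block probe labeling of enzyme so polarization drops; 0% = enzyme with DMSO and 100% = wells lacking PAFAH2 protein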
PAFAH1B3 inh: PAFAH1B3 enzyme inhibitors, primary screen, biochemical, fluorescence polarization, human. recombinant PAFAH1B3, FP-rhodamine probe. inhibition, % at 3.39 µM. hit rate 0.28% among 340,000;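 active = inhibition above the screen-wide average of all tested compounds plus 3 SD, cut at about 25% in these data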;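 also: 0% = enzyme with DMSO only and 100% = wells lacking PAFAH1B3 protein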
Target sequence (Q15102 whole entry, looked up): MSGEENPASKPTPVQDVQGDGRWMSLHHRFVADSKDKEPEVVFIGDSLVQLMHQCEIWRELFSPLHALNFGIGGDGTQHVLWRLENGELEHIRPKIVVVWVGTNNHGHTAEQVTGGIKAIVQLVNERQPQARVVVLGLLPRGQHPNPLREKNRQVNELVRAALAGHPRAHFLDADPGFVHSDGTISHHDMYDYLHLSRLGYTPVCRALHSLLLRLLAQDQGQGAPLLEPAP
LYPLA1 inh: LYPLA1 inhibitors, primary screen, counter-screen for PME1 inhibitor project, biochemical, fluorescence polarization, FP-Rh probe ABPP | recombinant LYPLA1 | inhibition, % at 5.9 µM | hit rate 0.16% among 320,000;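 active = inhibition above the mean of all tested compounds plus 3 SD, set per campaign, cut at about 14% in these data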;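 also: inhibitors block serine hydrolase probe labeling of LYPLA1 so polarization falls; 0% = enzyme with DMSO and 100% = wells lacking LYPLA1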
Target sequence (O75608 whole entry, looked up): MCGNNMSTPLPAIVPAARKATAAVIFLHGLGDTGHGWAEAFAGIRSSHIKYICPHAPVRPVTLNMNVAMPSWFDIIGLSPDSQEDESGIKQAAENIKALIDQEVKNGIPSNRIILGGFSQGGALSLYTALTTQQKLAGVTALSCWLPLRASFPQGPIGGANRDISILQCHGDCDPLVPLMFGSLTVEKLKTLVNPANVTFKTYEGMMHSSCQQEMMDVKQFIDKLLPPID
PAFAH1B2 FP inh: PAFAH1B2 enzyme inhibitors, primary screen, biochemical, fluorescence polarization, human. Platelet-activating factor acetylhydrolase IB subunit alpha2 (Homo sapiens), P68402. recombinant PAFAH1B2, FP-rhodamine activity probe. inhibition, % at 3.39 µM. hit rate 1.2% among 340,000. AID 492953, 2010;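 active = inhibition above the mean of all tested compounds plus 3 SD, cut at about 24% in these data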;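 also: 0% = enzyme with DMSO and 100% = wells lacking PAFAH1B2; many of its hits are not listed in these tables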
PREPL inh: PREPL enzyme inhibitors, primary screen, biochemical, fluorescence polarization. Prolyl endopeptidase-like (Homo sapiens), Q4J6C6. recombinant PREPL, fluorescence polarization activity-based probe. inhibition, % at 5.96 µM. hit rate 0.68% among 320,000; in the data active = inhibition above about 43%;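 also: 0% = enzyme with DMSO and 100% = wells lacking enzyme; many of its hits are not listed in these tables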
LYPLA2 counter: LYPLA2 inhibitors, primary screen, counter-screen for PME1 inhibitor project, biochemical, fluorescence polarization, FP-Rh probe ABPP | inhibition, % at 5.9 µM | Acyl-protein thioesterase 2 (Homo sapiens), O95372 | recombinant LYPLA2 | hit rate 0.38% among 320,000;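 active = inhibition above the screen-wide mean plus 3 SD, limit set per campaign, cut at about 26% in these data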;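 also: 0% = LYPLA2 with DMSO and 100% = wells lacking LYPLA2 enzyme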
ZTA DNA inh: blocks Epstein-Barr virus ZTA, an EBNA-1 counter-screen; P03206; hit rate 0.15% among 320,000; ZTA-DNA binding, fluorescence polarization; inhibition, % at 11 µM; AID 2234; in the data active = inhibition above about 33%
Numbers without * were called inactive; . = no result given.

SMILES	pPAFAH inh	EBNA-1 inhibitor	PAFAH2 inh	PAFAH1B3 inh	LYPLA1 inh	PAFAH1B2 FP inh	PREPL inh	LYPLA2 counter	ZTA DNA inh
COC(=O)c1ccc(CSc2nnc(NC(=O)C3CCCO3)s2)cc1 (stereo unspecified)	2	-4	4	5	-4	-1	11	4	2
O=C(c1ccc(Br)cc1)N1CCCc2ccccc21	6	13	4	3	3	5	-10	8	6
O=C1C(=O)N(CCO)C(c2ccc(Br)cc2)/C1=C(\O)c1ccccc1 (stereo unspecified)	-2	4	6	6	-4	2	-12	-9	10
O=C(COC(=O)/C=C/c1cccs1)Nc1ccc(Cl)cc1F	5	.	52*	-1	.	4	5	.	.
CCN(CC(=O)Nc1ccc2c(c1)OCO2)S(=O)(=O)c1ccccc1	7	-13	-2	1	3	-2	0	8	-1
O=C(OCCC1Oc2cccnc2NC1=O)c1ccc(Cl)cc1 (stereo unspecified)	2	1	-3	8	-2	-2	-11	0	4
CCOC(=O)c1ccc(NC(=O)Cn2nnc(-c3ccccc3F)n2)cc1	-1	4	-2	-6	-9	-3	-2	-2	8
COCCn1nnnc1C(C(C)C)N1CCN(C(=O)c2ccco2)CC1 (stereo unspecified)	6	8	-1	8	-1	-2	-8	1	13
O=C(Nc1nnc(-c2ccc3c(c2)OCCO3)o1)c1ccc(Cc2ccccc2)cc1	12	2	2	3	-4	5	0	-6	5
CCN1CCN(c2ccc(S(=O)(=O)N3CCCCC3)cc2NC(=O)Cc2ccc(OC)cc2)CC1	1	-8	10	-3	2	1	17	8	-6
CCN=C(Nc1ccc(Cl)cc1)c1cccnc1	2	3	5	4	2	1	22	-3	-21
CCN(CC(=O)NCc1cccs1)C(=O)c1cccc(S(=O)(=O)N(C)C)c1	23	.	7	10	.	5	15	.	.
Cc1ccc(S(=O)(=O)N2CCC(C(=O)NNC(=O)c3ccccc3O)CC2)cc1	6	10	6	11	-1	20	3	3	13
O=C(CCCN1C(=O)S/C(=C\C=C\c2ccccc2)C1=O)Nc1ccc(O)cc1	7	12	0	-1	-3	-3	20	-8	2
N/C(COc1ncn(-c2ccccc2)n1)=N\S(=O)(=O)c1ccc(Cl)cc1Cl	1	4	6	-1	-4	14	-5	-2	-4
CCCN1CCN(C(=O)Nc2ccc(OCC)cc2)CC1	-1	-2	7	2	0	4	18	-6	-2
COc1ccc(OCCCC(=O)Nc2cccc(C(C)=O)c2)cc1	0	-1	0	6	-2	3	13	3	14
COc1ccc(/C(C)=N/OCC(=O)N2CC3(C)CC2CC(C)(C)C3)cc1 (stereo unspecified)	6	-2	3	2	2	4	3	8	6
Cc1cc(F)ccc1S(=O)(=O)N1CCCOC1CNC(=O)C(=O)NC1CCCC1 (stereo unspecified)	-8	1	3	3	-1	4	4	-1	7
O=C(OCC(=O)N(C1CCCCC1)C1CCCCC1)c1cnccn1	7	-4	3	6	1	5	-11	6	4
Cc1cc(C)c(OCC(=O)OCC(=O)N(C)C2CCS(=O)(=O)C2)c(C)c1 (stereo unspecified)	-1	-4	-8	6	0	1	-2	1	-18
COc1cc2c(cc1OC)CN(C(=O)/C=C/c1ccccc1[N+](=O)[O-])CC2	6	-9	-3	0	-3	3	4	2	0
CCOC(=O)N1CCN(Cc2nc3cc([N+](=O)[O-])ccc3n2CC)CC1	5	-8	3	4	5	5	-6	14	0
CS(=O)(=O)N1CCN(c2ccc(NC(=O)CSc3nnc(-c4ccco4)o3)cc2)CC1	-6	-13	4	5	0	1	8	-3	6
COC(=O)C1=C(C)NC(=O)C1(NS(=O)(=O)c1ccc(C)cc1)C(F)(F)F (stereo unspecified)	6	1	-7	8	0	2	3	2	-6
COCCNC(=O)c1cc(OC)c(OC)cc1[N+](=O)[O-]	2	-8	1	1	-3	-2	-2	0	2
CCNC(=O)NC(=O)CSc1nc2ccccc2n1CC(C)C	8	0	0	0	1	4	-13	3	-6
Cc1c(C#N)c(SCC(N)=O)nc2c1CCCC2	0	1	-5	10	-1	-1	-7	-3	3
COC(=O)c1ccc(N)nc1	6	-4	2	12	-4	3	6	4	0
CCOC(=O)c1c(NC(=O)CSc2nc3ccccc3o2)sc(C(C)=O)c1C	3	3	-7	-5	-8	-9	-15	-7	1
CCCn1c(N)c(C(=O)COC(=O)CNC(=O)c2ccc(C)c(C)c2)c(=O)n(C)c1=O	3	.	13	4	0	3	12	-1	1
C=CCn1c(CSc2ccc(C)cc2)n[nH]c1=S	2	6	-12	8	-2	5	-9	2	4
CC1(C)CC(=O)c2cnc(N3CCc4ccccc4C3)nc2C1	-1	-7	-7	6	2	-4	21	5	-5
Cc1ccc(C)c(NCCC#N)c1	6	-10	-3	5	1	-2	5	2	-11
COc1cc(OC)cc(-c2nc3nc(C)c(CCC(=O)O)c(C)n3n2)c1	5	10	8	12	4	1	-1	4	-4
COc1cccc(/C=N/NC(=O)c2c(-c3ccccc3)noc2C)c1	-3	1	-3	-1	-3	7	15	5	2
CC(Oc1ccccc1)C(=O)Nc1nc2c(s1)C(=O)CC(C)(C)C2 (stereo unspecified)	3	6	-1	16	-2	5	3	-5	9
CCc1nnc(NC(=O)CCC(=O)N2CCN(c3cc(C)ccc3C)CC2)s1	-3	-12	-2	0	-4	-1	9	1	-18
CC(C)COc1nc2ccccc2c(=O)n1OCC(=O)O	1	-5	9	7	2	4	9	-3	4
CCCCn1c(CN2CCN(c3cccc(Cl)c3)CC2)nc2c1c(=O)[nH]c(=O)n2C	3	3	4	-3	-1	1	26	2	5

The last four compounds of the section above come first, to join the parts:
SMILES	pPAFAH inh	EBNA-1 inhibitor	PAFAH2 inh	PAFAH1B3 inh	LYPLA1 inh	PAFAH1B2 FP inh	PREPL inh	LYPLA2 counter	ZTA DNA inh
CC(Oc1ccccc1)C(=O)Nc1nc2c(s1)C(=O)CC(C)(C)C2 (stereo unspecified)	3	6	-1	16	-2	5	3	-5	9
CCc1nnc(NC(=O)CCC(=O)N2CCN(c3cc(C)ccc3C)CC2)s1	-3	-12	-2	0	-4	-1	9	1	-18
CC(C)COc1nc2ccccc2c(=O)n1OCC(=O)O	1	-5	9	7	2	4	9	-3	4
CCCCn1c(CN2CCN(c3cccc(Cl)c3)CC2)nc2c1c(=O)[nH]c(=O)n2C	3	3	4	-3	-1	1	26	2	5
CCOC(=O)c1ccc(NC(=O)N2CC(C)OC(C)C2)cc1 (stereo unspecified)	5	-9	1	-2	2	2	-7	-2	-14
CC(=O)c1ccc(COC(=O)c2ccccc2NC(=O)C(C)C)cc1	1	-8	.	.	-2	.	4	2	-4
C=Cc1ccc(C2=CC(=O)C[C@H](c3ccc(OC)cc3)C2)cc1	-4	.	-7	-4	-5	-8	-29	-2	7
O=C(NNC(=O)c1ccc2ccccc2c1)Nc1ccc(F)cc1	2	0	-4	3	1	-1	2	10	2
CC[C@]12c3[nH]c4cc(-c5ccco5)ccc4c3CCN1C(=O)[C@@H](CC(=O)NCCCn1ccnc1)C[C@@H]2C(=O)N1CCN(C(=O)c2ccco2)CC1	3	.	2	6	.	5	.	.	.
Cc1ccccc1NC(=O)c1cnn(-c2ccccc2)c1NC(=O)c1ccco1	-1	0	8	6	-1	3	20	-2	-2
CCCCN(C)Cc1cc(=O)oc2ccc3ccccc3c12	2	4	-8	0	-3	3	-6	-6	16
O=C(/C=C/c1c[nH]c2ccccc12)c1ccccc1	8	-1	-16	10	2	3	17	-9	-13
O=C(NN=C1C2CC3CC1CC(Cl)(C3)C2)c1cccs1	5	6	2	8	-4	7	-11	1	-14
O=C(c1ccc2c(=O)n3c(nc2c1)CCCCC3)N1CCN(c2ccc(F)cc2)CC1	1	-4	-6	5	-1	-5	4	0	4
Cc1ccc(CNC(=O)CSCc2cccc(F)c2)cc1	1	-11	-1	4	-1	2	-4	-3	3
O=[N+]([O-])c1ccc(-c2nn(-c3ccccc3)cc2/C=N/n2c(-c3ccncc3)n[nH]c2=S)cc1	-3	-8	2	5	2	1	11	-1	-3
C=CCn1c(CSCc2ccc(Cl)cc2Cl)nnc1SCC(=O)Nc1ccc(C(=O)O)cc1	-4	-1	-1	-1	-6	12	-37	-6	6
COc1ccccc1N1CCN(CCCCNC(=O)c2ccc3ccccc3c2)CC1	-3	11	-1	9	-4	-3	20	1	-1
Cc1ccc(Nc2nnc(SCC(=O)c3ccc(O)cc3O)s2)cc1	21	-5	11	7	-5	4	-14	1	-2
Cc1nn(-c2ccccc2)c(C)c1/C=N/n1cnnc1	0	-4	9	0	-2	6	10	-7	-2
CN(CC(=O)O)S(=O)(=O)c1ccc2c(c1)NC(=O)CC(=O)N2	4	0	-8	4	-4	1	-2	0	4
COC(=O)c1ccc(C2NC(C(=O)O)CS2)cc1 (stereo unspecified)	2	4	-2	6	1	4	0	3	-7
CCCCNS(=O)(=O)c1ccc2nc(SCC(=O)Nc3sccc3C#N)[nH]c2c1	18	-11	-7	6	-16	-1	7	-28	-12
CCOC(=O)c1ccccc1NC(=O)CSc1nnc(C(C)C)n1CC	3	7	2	-3	0	-2	3	5	-1
CC[C@]1(C(=O)OC)[C@H]2C(=O)N(C)C(=O)[C@H]2[C@H]2CN(C)C(=NC3CCCCC3)N21	1	.	-1	10	.	6	.	.	.
OC(CCCN1CCC(O)(c2ccc(Cl)cc2)CC1)c1ccc(F)cc1 (stereo unspecified)	3	3	-1	10	-1	2	-19	5	1
COc1cc(CN2CCC(Oc3cc(C(=O)NC4CC4)ccc3OC)CC2)cc(OC)c1	0	-14	-2	9	-1	2	-7	-3	2
CCc1cccc(NC(=O)COC(=O)C2CCN(c3ccc(C(F)(F)F)cn3)CC2)c1	11	-9	13	-1	-12	0	2	-24	6
N#Cc1ccc(Cl)cc1NC(=O)COC(=O)c1ccc(S(=O)(=O)N2CCCC2)cc1	2	1	5	3	-3	4	-13	2	-19
Cc1ccc(S(=O)(=O)NC(=O)NCc2ccccn2)cc1	0	8	-4	-2	-3	5	2	1	-6
COc1ccc(O)c(/C=N/NC(=O)c2ccc(CSc3nc(C)cc(C)n3)cc2)c1	27*	-5	1	9	0	16	3	2	-14
O=C(Nc1nc2ccccc2s1)c1ccc([N+](=O)[O-])o1	0	7	8	8	5	5	2	4	-7
CC(=O)c1ccc(-n2c(C)c(C(C)=O)c3cc(O)ccc32)cc1	-1	-14	-3	10	0	-5	8	-4	-10
CCn1cc(C(=O)O)c(=O)c2cnc(N3CCN(C(=S)Nc4ccccc4C(F)(F)F)CC3)nc21	6	-5	12	2	-1	2	-5	0	-13
CC(=O)NCc1ccc(S(=O)(=O)N/N=C/c2ccccc2)cc1	-2	1	0	-1	0	4	10	2	-1
Cn1c(SCC(=O)Nc2ccc(F)cc2)nc2c([nH]c3ccccc32)c1=O	-1	5	1	-8	-7	-10	19	-12	-9
CCCC(=O)N1CC(=O)Nc2ccc(Br)cc2C1c1ccc(F)cc1 (stereo unspecified)	5	1	-3	4	0	3	3	-2	-1
Cc1nc2sccn2c(=O)c1S(=O)(=O)Nc1ccc(N2CCN(S(C)(=O)=O)CC2)cc1	-2	-20	9	1	-1	2	11	-6	-2
Cc1ccc(Nc2nc3ccccc3[nH]2)nc1	2	-1	-2	7	0	4	20	-2	7
Cc1cc(Cl)c(S(=O)(=O)N(C)C)cc1OCC(N)=O	4	-3	-1	7	1	4	10	7	-17

Bioassay records deposited in PubChem by The Scripps Research Institute Molecular Screening Center.

Not all compounds are listed, so the mix of outcomes need not match the whole.
